ARNT TACC3 PPI: disrupts binding between human ARNT and TACC3; inhibition, % at 9.99 µM; 390,000 tested, 0.66% active; AlphaScreen His-ARNT PAS-B/GST-TACC3 binding, luminescence; TACC3 fragment carries E629A point mutation; Q9Y6A5;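 active means mean inhibition of replicates at least 50% and at least half of replicates each reaching 50%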;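 further: 0% = complete ARNT plus TACC3 wells and 100% = ARNT alone without TACC3; many hits fall short of the cut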
SIRT5 block: inhibitors of human sirtuin-5 desuccinylase. Q9NXA8. Purified SirT5, succinyl-peptide AMC, trypsin-coupled fluorescence. inhibition, % at 15 µM. 330,000 tested, 1.1% active; in the data active means inhibition above about 15%
Target sequence (Q9NXA8 whole entry, looked up): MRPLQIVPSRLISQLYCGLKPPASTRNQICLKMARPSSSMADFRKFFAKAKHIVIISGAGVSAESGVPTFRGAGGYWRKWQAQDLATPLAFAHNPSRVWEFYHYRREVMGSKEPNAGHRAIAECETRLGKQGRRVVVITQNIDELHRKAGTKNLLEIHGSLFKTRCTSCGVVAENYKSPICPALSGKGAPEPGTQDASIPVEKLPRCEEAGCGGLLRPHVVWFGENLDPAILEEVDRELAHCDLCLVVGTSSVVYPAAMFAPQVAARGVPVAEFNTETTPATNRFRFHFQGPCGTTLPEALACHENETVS
Cneo AK release: causes C. neoformans cell lysis; adenylate kinase release luminescence, 4 h; normalised: neutral wells 0, clomiphene wells 100; lysis activity, % at 15 µM; 360,000 tested, 0.2% active;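 active means mean lysis activity across replicates of at least 80%, whatever share of replicates individually reach that level; inactive means mean lysis activity below 80%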
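Material: C. neoformans cells | Amount: Yeast cell density of 5 × 10^6 cells/mL | Medium: Fresh YPD growth medium | Dosing: Single dose | Times: Static 4 h at 37 °C with compound, 1 h detection | Detection: AK luminescence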
esBAF inh: inhibitors of esBAF chromatin remodeling in mouse ES cells; reporter increase, % at 12.5 µM; 350,000 tested, 2% active; Bmi1-luciferase knock-in reporter, 24 h; 100% = twice the neutral-well signal; AID 602393; in the data active means activation above about 40%;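 further: 0% = median of the plate's neutral control wells and 100% = double that signal; a rise in the Bmi1 reporter signal indicates esBAF inhibition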
miR-122 sensor: miR-122 inhibition in Huh7 cells; Huh7 miR-122 Renilla luciferase sensor, 48 h; neutral wells = 0, positive control = 100; activation (reporter increase), % at 12.5 µM; 340,000 tested, 0.3% active; AID 602342;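 active means mean replicate activation score at least 90 and every replicate individually at or above 90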;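 further: higher luciferase means less miR-122 activity so hits act as miR-122 inhibitors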
Statin myotox sup: protects C2C12 myotubes from simvastatin toxicity; ATP luminescence, 48 h; scaled: DMSO 0, geranylgeraniol control 100; rescue of ATP level, % at 7.49 µM; 330,000 tested, 0.78% active;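 active means mean ATP rescue above about 67%, or every replicate alone reaching that limit, limit read from the data, passing the limit was not always enough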;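 further: myotubes were challenged with 10 µM simvastatin during compound exposure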
ERp5 inh: blocks human ERp5 reductase activity on insulin; inhibition, % at 9.99 µM; AID 651711; 350,000 tested, 0.05% active; ERp5 insulin aggregation, absorbance 650 nm, 90 min;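 active means mean replicate inhibition above about 25%, with every replicate also reaching it, limit read from the data, passing the limit was not always enough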
Target sequence (Q15084 whole entry, looked up): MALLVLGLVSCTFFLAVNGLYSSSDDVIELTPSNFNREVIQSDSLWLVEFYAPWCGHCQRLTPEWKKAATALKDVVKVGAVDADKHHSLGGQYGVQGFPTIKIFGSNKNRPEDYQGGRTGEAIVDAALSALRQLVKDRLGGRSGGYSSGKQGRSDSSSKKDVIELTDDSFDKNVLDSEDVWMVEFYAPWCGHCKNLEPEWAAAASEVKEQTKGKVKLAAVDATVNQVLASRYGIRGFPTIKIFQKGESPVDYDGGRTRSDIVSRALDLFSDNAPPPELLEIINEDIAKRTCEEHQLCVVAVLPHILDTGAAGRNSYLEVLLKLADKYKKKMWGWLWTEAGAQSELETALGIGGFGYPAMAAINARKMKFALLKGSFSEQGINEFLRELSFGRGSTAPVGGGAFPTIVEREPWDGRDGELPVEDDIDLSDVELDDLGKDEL
An asterisk follows results filed as active; . = not tested or not shown; [ ] = another dose, or the depositor's remark. The order is random; about 4% have a hit in one of these screens.

SMILES	ARNT TACC3 PPI	SIRT5 block	Cneo AK release	esBAF inh	miR-122 sensor	Statin myotox sup	ERp5 inh
Cc1ccc(-c2nnc(COC(=O)c3cccs3)o2)cc1	-12	2	-1	29	.	-9	5
Cc1cc(=O)cc(C)n1-c1ccc2c(c1)nc(C)n2-c1ccccc1	0	0	1	6	.	10	6
CC(=O)N1CCCCN2[C@@H](CO)[C@H](c3ccc(Br)cc3)[C@@H]2C1	3	17*	0	-1	0[16.7 µM]	2	4
CC(=O)Nc1cccc(/C(C)=N/NS(=O)(=O)c2ccc(C)cc2)c1	-6	-1	.	-3	0	-4	1
O=C(NCC1CCCN1S(=O)(=O)c1cccs1)c1ccccc1F (stereo unspecified)	-1	0	-1	2	4	9	9
O=C(Cc1ccccc1F)OCN1C(=O)c2ccccc2C1=O	-1	0	1	-8	-6	-1	1
Cc1ccccc1NC(=O)CN1C(=O)CSc2ccccc21	-9	-1	8	6	-6	8	-1
CC(=O)N(C)C[C@H]1[C@H](c2ccc(C3=CCCCC3)cc2)[C@H](CO)N1CC1CC1	4	-1	-6	0	14[16.7 µM]	-6	-3
CC(=NNC(=S)N1CCCCCC1)c1ccccn1	.	-10	.	.	17	.	-9
O=C(COC(=O)c1ccccc1Nc1ccccc1F)c1ccccc1	-5	-1	.	.	.	.	-15
Cc1ccc(C)c(N(CC(=O)NC2CCCCC2)C(=O)c2snc(C(N)=O)c2N)c1	0	-1	-2	2	-2	63	0
COc1cc2[nH]c(=O)n(CCC(=O)NCCCN3CCN(c4ccccc4F)CC3)c(=O)c2cc1OC	3	-12	0	1	-2	0	2
CC(C)(C)OC(=O)NCCOC(=O)c1[nH]cnc1C(=O)NCc1ccccc1	-11	.	-1	4	.	-8	1
COc1cccc(C(=O)COC(=O)C(C)N2C(=O)c3ccccc3C2=O)c1 (stereo unspecified)	.	.	-1	-7	3	2	.
CO[C@H]1CN(C)C(=O)c2ccc(NC(=O)c3cc(C)on3)cc2OC[C@@H](C)N(CC2CC2)C[C@H]1C	-3	-3	0	-1	.	7	-3
Cc1cc(NC(=O)CSc2nnc(C3CC3)n2N)c([N+](=O)[O-])cc1C	-1	1	-1	-3	-4	-9	3
O=C(C[C@@H]1C[C@@H]2c3cc(NC(=O)C4CCC4)ccc3O[C@@H]2[C@H](CO)O1)NC1CCCC1	3	-1	-1	0	5[16.7 µM]	-2	0
Cc1ccccc1NC(=S)N(C)CCc1ccccn1	1	.	3	.	-3	.	.
CCCN1C(=O)c2ccccc2NC1c1ccc(Br)cc1 (stereo unspecified)	-22	-7	2	-4	-4	17	-2
COCCCNc1nc2c(-c3cccc(C)c3)nnn2c2ccccc12	-2	-1	4	-3	1	-15	-6
CN(C)CC(=O)N[C@@H]1CC[C@@H](CCn2cc(C3CCCC3)nn2)O[C@@H]1CO	-3	-3	-2	-3	.	-4	-3
COc1ccc(CNC(=O)CN2CCC(C(=O)c3ccc(OC)cc3)CC2)cc1	0	.	-1	1	-1	-1	.
CN(C)S(=O)(=O)c1cccc(NC(=O)C2CCCN(C(=O)c3ccc(Cl)cc3)C2)c1 (stereo unspecified)	.	.	1	20	-1	-15	-6
COc1ccccc1CNC(=O)CNC(=O)N1CC(=O)Nc2ccccc21	-4	-2	-2	6	4	-5	5
O=C1NC[C@@H](Cc2ccc(O)cc2)N(CCc2cccc(F)c2)C1=O	-3	2	0	6	-4	5	-4
COc1ccc(NC(=O)Nc2ccc3c(c2)C(=O)N([C@H](C)CO)C[C@H](C)[C@@H](CN(C)S(=O)(=O)c2cn(C)cn2)OCCCC[C@H](C)O3)cc1	3	.	2	-2	-9[16.7 µM]	.	.
CC(C)c1ccc(NC(=O)COC(=O)c2ccc(CN3CCCC3=O)cc2)cc1	-4	0	-1	12	.	1	-5
NS(=O)(=O)c1ccc(NNC(=O)c2ccccc2C(=O)O)cc1	4	-2	-1	.	-8	.	-2
CCC(=O)N1C[C@@H](O)COC[C@@H]2O[C@@H](CC(=O)NCc3ccccc3Cl)CC[C@H]21	-5	-18	2	-6	5[16.7 µM]	13	-2
Cc1ccc(C)c(NC(=O)CN(C)C(=O)c2ccccc2OCc2ccccc2Cl)c1	-2	2	1	6	-2	10	-6
COc1cccc(C(=O)NNC(=O)C(=O)Nc2ccc(C)c(Cl)c2)c1	-6	2	2	-3	0	10	1
C[C@@H]1CN([C@H](C)CO)C(=O)c2cc(NC(=O)c3ccncc3)ccc2O[C@H]1CN(C)C(=O)Nc1ccc(C(F)(F)F)cc1	-6	1	6	9	20[16.7 µM]	20	-2
OCCNC(=S)Nc1cc(Cl)cc(Cl)c1	-1	-4	.	.	.	.	1
COc1cccc(C(C)(O)c2nc(-c3ccc(F)cc3OC)cs2)c1 (stereo unspecified)	.	.	5	-1	-11	-8	-4
CCCNC(=O)C[C@H]1C[C@H]2c3cc(NS(C)(=O)=O)ccc3O[C@H]2[C@H](CO)O1	-6	-13	16	-2	0[16.7 µM]	-5	.
O=C(CN(Cc1cccs1)C(=O)CNS(=O)(=O)c1ccccc1)NC1CCCC1	-12	1	.	.	.	.	-6
Cc1cc(=O)[nH]c(N/N=C2/CCCC/C2=C\c2ccccc2)n1	15	4	.	.	.	.	1
COCCNc1nc(NC(C)C)nc2ccsc12	.	.	-1	-12	-6	4	-7
Cc1cccc(-n2nnc(C(=O)NC3CCCc4ccccc43)c2N)c1 (stereo unspecified)	4	.	0	12	2	-1	.
CCCCOc1cccc(C2/C(=C(/O)c3ccc4c(c3)CC(C)O4)C(=O)C(=O)N2CCN2CCOCC2)c1 (stereo unspecified)	6	5	1	2	-1	-3	.

4 entries out of the list above, sorted by the value under ARNT TACC3 PPI, lowest first:
| compound | ARNT TACC3 PPI | SIRT5 block | esBAF inh | miR-122 sensor | ERp5 inh |
| --- | --- | --- | --- | --- | --- |
| CCCNC(=O)C[C@H]1C[C@H]2c3cc(NS(C)(=O)=O)ccc3O[C@H]2[C@H](CO)O1 | -6 | -13 | -2 | 0[16.7 µM] | . |
| O=C1NC[C@@H](Cc2ccc(O)cc2)N(CCc2cccc(F)c2)C1=O | -3 | 2 | 6 | -4 | -4 |
| OCCNC(=S)Nc1cc(Cl)cc(Cl)c1 | -1 | -4 | . | . | 1 |
| CCCCOc1cccc(C2/C(=C(/O)c3ccc4c(c3)CC(C)O4)C(=O)C(=O)N2CCN2CCOCC2)c1 (stereo unspecified) | 6 | 5 | 2 | -1 | . |

Following part.
SMILES	ARNT TACC3 PPI	SIRT5 block	Cneo AK release	esBAF inh	miR-122 sensor	Statin myotox sup	ERp5 inh
COCCCNc1nc2c(-c3cccc(C)c3)nnn2c2ccc(Cl)cc12	3	-8	1	16	.	-28	4
CCCCc1oc2c(c(=O)c1C)C(=O)CC(c1ccccc1)C2 (stereo unspecified)	8	.	-10	5	-2	5	.
CC(=O)N1c2ccc(S(=O)(=O)NCCC(=O)NC3CCC(C)CC3)cc2CC1C (stereo unspecified)	2	44*	4	0	0	-1	-2
COc1cc(/C=N/Nc2nc(C)nc3c2cnn3-c2ccccc2)ccc1O	17	-6	.	.	.	.	9
O=C(NCCCc1ccccc1)C1CC(=O)N(c2ccc3c(c2)OCCO3)C1 (stereo unspecified)	1	.	-1	-24	3	4	.
CC(C)(C)c1[nH]nc2c1C(C1C=CCCC1)C(C#N)=C(N)O2 (stereo unspecified)	-7	.	2	3	1	3	.
COc1ccc(C(CNC(=O)CNC(=O)c2cccc(Cl)c2)N2CCCC2)cc1 (stereo unspecified)	6	2	-2	-3	8	5	0
OCC1N=C(c2ccccn2)OC1c1ccccc1 (stereo unspecified)	16	.	4	-4	.	14	.
COc1ccc(S(=O)(=O)N(C)C[C@H]2Oc3ccc(NC(=O)CCC(F)(F)F)cc3CC(=O)N([C@H](C)CO)C[C@@H]2C)cc1	14	-21	-1	-18	37[16.7 µM]	5	2
C[C@H]1CN([C@@H](C)CO)C(=O)c2cccc(NS(=O)(=O)c3cccs3)c2O[C@H]1CN(C)Cc1ccc2c(c1)OCO2	-7	-2	1	8	14[16.7 µM]	27	-3
CC12CCC(=O)N1C(C(=O)NNC(=O)c1ccc(Br)cc1)CS2 (stereo unspecified)	8	-2	0	-1	2	-4	-2
CC(C)NC(=O)N(C)C[C@@H]1Oc2ccc(NS(C)(=O)=O)cc2CC(=O)N([C@H](C)CO)C[C@@H]1C	-8	-4	1	2	4[16.7 µM]	0	-5
CC(C)NC(=O)Nc1ccc2c(c1)C(=O)N([C@@H](C)CO)C[C@@H](C)[C@H](CN(C)C(=O)NC1CCCCC1)O2	-2	1	1	-2	2[16.7 µM]	-15	-4
C[C@@H]1CCCCO[C@@H](CN(C)Cc2ccc3c(c2)OCO3)[C@@H](C)CN([C@H](C)CO)C(=O)c2cc(NC(=O)CCCN(C)C)ccc2O1	4	3	-2	0	14[16.7 µM]	4	-2
CCOc1ccc(N2CC(NS(=O)(=O)c3cccnc3)CC2=O)cc1 (stereo unspecified)	-5	-3	-3	.	.	.	2
COc1cc(OC)cc(C(=O)Nn2c(C)nc3ccccc3c2=O)c1	-5	.	1	.	-13	.	.
CCC(=O)N(C)C[C@@H]1[C@H](c2ccc(-c3ccccc3F)cc2)[C@H](CO)N1C(C)=O	-2	6	3	-1	-42[16.7 µM]	2	8
Cc1ccc(NC(=O)[C@H](NC(=O)[C@@H]2Cc3ccccc3CN2)c2ccccc2)c(C)c1	0	-1	9	14	.	11	2
C[C@H]1CN([C@@H](C)CO)C(=O)c2cc(NC(=O)NC3CCCCC3)ccc2O[C@H]1CN(C)S(=O)(=O)c1ccccc1	4	1	59	-2	-6[16.7 µM]	-13	-1
Cc1cc(C(=O)CCl)c(C)n1CC1COc2ccccc2O1 (stereo unspecified)	7	.	-3	-10	0	4	1
CCOc1ccc(-c2nc(N)ncc2Oc2cccc(OC)c2)c(O)c1	-16	.	0	-7	0	16	.
O=C(C[C@H]1C=C[C@@H](NC(=O)c2ccccc2)[C@@H](CO)O1)NCCc1ccncc1	-11	2	0	2	.	6	-2
CN(CC(=O)Nc1ccccc1C(F)(F)F)C(=O)C1=COCCO1	-5	-3	0	-3	0	8	-3
COc1ccc(CCNS(=O)(=O)c2ccc3c(c2)CC(C)N3C(C)=O)cc1OC (stereo unspecified)	.	.	5	-11	2	24	.
Cc1nc(NCCN2CCOCC2)c2nnn(Cc3ccccc3Cl)c2n1	-6	.	-1	0	-7	-4	.
COc1ccc(C)cc1S(=O)(=O)N1CCC(C(=O)NCCC2=CCCCC2)CC1	-8	.	-1	0	9	-16	.
COc1ccc(C(=O)NNC(=O)CN2CCN(c3nc(-c4ccccc4)cs3)CC2)cc1	0	-4	.	.	.	.	0
Cc1ccc(C2=[N+]([O-])C(C)(C)CC2)cc1	10	.	6	-1	0	24	.
CCOC(=O)C(=NCCOC)NNc1cc(Cl)ccc1Cl	3	-4	.	.	.	.	-2
O=C(COc1ccc2cc(-c3ccccc3)c(=O)oc2c1)NCC1CCC(C(=O)O)CC1 (stereo unspecified)	4	.	-4	6	-6	5	6
CCOCCCNCc1ccc(OCc2ccccc2Cl)cc1	-4	-1	.	.	.	.	-6
COc1ccc(CCNS(=O)(=O)c2ccc3c(c2)NC(=O)C(C)S3)cc1OC (stereo unspecified)	1	-6	6	-7	-5	13	-7
CCOc1ccccc1C1CC(=O)Nc2c1c(=O)n(C)c(=O)n2C (stereo unspecified)	-15	.	-3	7	-2	10	0
O=C(Nc1ccc2c(c1)OCCO2)NC12CC3CC(CC(C3)C1)C2	-2	.	-4	36	-5	11	.
O=C(NCc1cccnc1)c1cc2nc(-c3cccs3)cc(C(F)(F)Cl)n2n1	-11	-5	3	-8	13	-4	6

Structures listed above shown as hits in SIRT5 block.
Molecule	ARNT TACC3 PPI	SIRT5 block	esBAF inh	miR-122 sensor	ERp5 inh
CC(=O)N1CCCCN2[C@@H](CO)[C@H](c3ccc(Br)cc3)[C@@H]2C1	3	17*	-1	0[16.7 µM]	4
CC(=O)N1c2ccc(S(=O)(=O)NCCC(=O)NC3CCC(C)CC3)cc2CC1C (stereo unspecified)	2	44*	0	0	-2
